# TDP2 inh: blocks human TDP2 phosphodiesterase activity | AID 720702 | O95551 | recombinant TDP2, T5PNP hydrolysis, p-nitrophenol absorbance 415 nm | actives 0.34% (n = 370,000) | inhibition, % at 12.8 µM;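 active = inhibition above the mean of all tested compounds plus 3 SD, set per campaign, cut at about 25% in these data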;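 also: 0% = DMSO with enzyme and 100% = buffer with substrate but no TDP2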
# Target sequence (O95551 whole entry, looked up): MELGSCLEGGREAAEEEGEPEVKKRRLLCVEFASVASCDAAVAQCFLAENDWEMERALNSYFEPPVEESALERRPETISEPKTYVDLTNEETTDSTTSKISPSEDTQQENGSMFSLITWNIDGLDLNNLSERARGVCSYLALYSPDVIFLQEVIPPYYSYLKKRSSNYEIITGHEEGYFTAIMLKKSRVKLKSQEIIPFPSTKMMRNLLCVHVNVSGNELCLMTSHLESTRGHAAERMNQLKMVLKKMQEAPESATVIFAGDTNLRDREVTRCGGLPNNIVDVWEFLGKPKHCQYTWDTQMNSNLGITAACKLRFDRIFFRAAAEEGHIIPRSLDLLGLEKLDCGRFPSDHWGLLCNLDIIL
#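 Read-out basis: percent inhibition. System: recombinant human TDP2. Buffer or medium: Mg2+-containing Tris-HCl buffer, pH 7.5. Repeats: single replicate. Timing: reaction 2 h, 37 °C. Benchmarks: high control without enzyme, low control DMSO plus TDP2. Probe or stimulus: 5 mM T5PNP. Doses: 12.8 µM only. Measured by: epi absorbance of p-nitrophenol freed from T5PNP by hydrolysis.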
# PLC-gamma1 inh: blocks human PLC-gamma1 enzyme activity | purified PLC-gamma1, fluorogenic substrate, fluorescence | AID 720700 | P19174 | inhibition, % at 12.2 µM | actives 0.84% (n = 370,000); in the data active = inhibition above about 9.5%
# ADAM10 inh: ADAM10 inhibition, QFRET primary screen. O14672. recombinant ADAM10, EDANS/DABCYL FRET peptide cleavage, 3 h. inhibition, % at 7 µM. actives 0.62% (n = 370,000). AID 720582;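 active = inhibition above a per-campaign cutoff equal to the mean of compounds falling between control-based bounds plus 3 SD, cut at about 20% in these data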;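 also: 0% = DMSO wells while the 100% control is not disclosed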
# ASAP1 GAP inh: blocks human ASAP1-stimulated Arf1 GTP hydrolysis; AID 624377; GDP FP detection; inhibition, % at 16.5 µM; actives 0.19% (n = 360,000); in the data active = inhibition above about 25%;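 also: 0% = vehicle with enzyme and substrate and 100% = no enzyme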
# ARFGAP1 inhibitor: rat ARFGAP1 inhibition; Q62848; Arfgap1-stimulated ARF1 GTP hydrolysis, GDP FP detection; inhibition, % at 16.5 µM; actives 0.26% (n = 360,000);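 active = inhibition above a per-plate limit, mean inhibition of low control wells plus 3 SD, cut at about 25% in these data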;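 also: 0% = DMSO wells with enzyme and 100% = wells lacking Arfgap1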
# Target sequence (Q62848 1-136 limits assumed): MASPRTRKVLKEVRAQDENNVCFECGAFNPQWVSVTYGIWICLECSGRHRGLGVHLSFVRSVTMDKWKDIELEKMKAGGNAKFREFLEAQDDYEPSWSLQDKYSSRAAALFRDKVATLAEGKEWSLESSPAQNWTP
#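 Material: rat Arfgap1 GAP domain (His6, aa 1-136), purified enzyme. Also added: human ARF1(Δ1-17)-GTP substrate. Compound dosing: 16.5 µM single point, 1.26% DMSO. Timing: enzyme reaction 120 min at 25 °C after 20 min preincubation. Signal: GDP detection by fluorescence polarization. Read-out basis: percent inhibition of GAP-stimulated GDP formation, scaled between DMSO and no-Arfgap1 medians.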
# SIAE primary: inhibitors of human sialic acid acetylesterase SIAE. actives 0.69% (n = 370,000). inhibition, % at 9.66 µM. SIAE FP-Rh probe binding, fluorescence polarization. Q9HAT2;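 active = inhibition above a cutoff: mean of compounds within the control limits plus 3 SD of those, cut at about 17% in these data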;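 also: 0% = plate median of compound wells and 100% = probe without SIAE protein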
# DDE Tn6 FP inh: inhibitors of Tn6 peptide binding to human fibrin DD(E). P02675. Fibrin DD(E) TRITC-Tn6 fluorescence polarization displacement. inhibition, % at 8.3 µM. actives 0.21% (n = 370,000). AID 720509;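 active = inhibition above a per-campaign cutoff: mean of compounds within control limits plus 3 SD, cut at about 15% in these data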;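 also: 0% = median of all compound wells on the plate and 100% = blocking peptide control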
# DDE Tn7 FP inh: disrupts Tn7 cyclic peptide binding to fibrin D-Dimer-E complex | P02675 | FP displacement of FITC-Tn7 peptide from fibrin DD(E); 0% = median of compound wells per plate | inhibition, % at 8.3 µM | actives 0.13% (n = 370,000) | AID 720508;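 active = inhibition above the mean of compounds falling within the control limits plus 3 SD of them, cut at about 14% in these data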;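 also: 0% = plate median of compound wells and 100% = 10 µM Aha-Tn7 peptide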
#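 Test system: human clot-derived fibrin DD(E) complex / Quantity: 2 µM final DD(E) protein / Incubation: 10 min plus 3 h, room temperature / Measured by: fluorescence polarization / Benchmarks: high control of 10 µM Aha-Tn7 peptide / Replicates: singlicate testing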
# ADAM17 inh: inhibitors of human ADAM17; P78536; recombinant ADAM17, EDANS/DABCYL FRET peptide cleavage; inhibition, % at 6.95 µM; actives 0.83% (n = 370,000);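 active = inhibition above the mean of compounds lying between control limits plus 3 SD, set per campaign, cut at about 8.5% in these data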;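 also: 0% = DMSO-only wells as the low control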
# Target sequence (P78536 215-824 limits assumed): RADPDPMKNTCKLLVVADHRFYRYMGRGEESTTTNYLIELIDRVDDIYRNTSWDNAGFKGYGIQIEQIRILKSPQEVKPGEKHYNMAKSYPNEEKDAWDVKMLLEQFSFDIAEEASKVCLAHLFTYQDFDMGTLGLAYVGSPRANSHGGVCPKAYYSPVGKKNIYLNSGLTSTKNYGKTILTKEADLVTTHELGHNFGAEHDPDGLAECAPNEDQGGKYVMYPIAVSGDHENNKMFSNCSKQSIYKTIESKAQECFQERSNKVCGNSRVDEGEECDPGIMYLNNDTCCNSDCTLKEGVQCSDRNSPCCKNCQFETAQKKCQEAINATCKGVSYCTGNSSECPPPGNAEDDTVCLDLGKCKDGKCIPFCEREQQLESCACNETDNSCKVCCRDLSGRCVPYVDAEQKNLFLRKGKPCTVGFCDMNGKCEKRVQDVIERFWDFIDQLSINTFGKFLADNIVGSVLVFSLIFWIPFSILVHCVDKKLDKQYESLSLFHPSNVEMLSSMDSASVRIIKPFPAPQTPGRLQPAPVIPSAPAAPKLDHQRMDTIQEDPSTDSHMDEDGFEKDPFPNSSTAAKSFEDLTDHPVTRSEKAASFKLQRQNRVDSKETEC
# PLCb3 inh: inhibitors of human phospholipase C beta3; AID 720704; inhibition, % at 12.2 µM; actives 0.18% (n = 370,000); Purified PLC-beta3, fluorogenic substrate, fluorescence; in the data active = inhibition above about 11%;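 also: 0% = median of compound wells on plate and 100% = full blocker control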
# Active calls of the source: *; i = inactive.
SMILES,TDP2 inh,PLC-gamma1 inh,ADAM10 inh,ASAP1 GAP inh,ARFGAP1 inhibitor,SIAE primary,DDE Tn6 FP inh,DDE Tn7 FP inh,ADAM17 inh,PLCb3 inh
COc1ccc(C(=O)C2CCCN(C(=O)c3ccc(C(C)=O)s3)C2)c(C)c1 (stereo not given),0,2,3,1,6,-2,-1,7,1,-2
COC(=O)C1=C(C)N(Cc2ccc(C(F)(F)F)cc2)C(=NCc2ccc(C(F)(F)F)cc2)NC1c1cccc(F)c1 (stereo not given),-8,4,1,13,12,-8,6,6,6,5
O=S(=O)(c1ccc2ccccc2c1)N(CC(O)CN1CCOCC1)c1ccccc1 (stereo not given),-2,1,-3,-10,-5,-4,-2,-1,-2,-1
COc1ccc(OC)c(CCNC(=O)c2ccccc2NC(=O)C2=C(C)OCCS2)c1,-6,4,11,7,1,-1,-2,-3,0,-6
CNC(=O)NCC12CC3CC(CC(C3)C1)C2,2,-4,-6,8,1,4,6,6,-7,0
C#Cc1cccc(C(=O)NC2CCCN(C3Cc4ccccc4C3)C2)c1 (stereo not given),-12,4,1,-15,-1,-2,5,-3,2,-7
C=C(C)c1sc(-c2ccc(Cl)cc2)nc1C,12,-4,2,5,5,2,2,-1,-2,-9
COc1cccc(/C=N/NC(=O)CNC(=O)c2ccc3c(c2)OCCO3)c1O,-5,-69,-24,1,2,6,-10,-7,-8,-82
CC(=O)Nc1ccc(-c2ccnc3c2CC(C)(C(=O)Nc2ccccc2)O3)cc1 (stereo not given),-7,0,-6,8,-2,7,-6,0,-1,2
CC1CCC2(CC1)NC(=O)N(CC(=O)c1ccc(Cl)s1)C2=O (stereo not given),-12,2,-4,-8,6,0,-3,2,-2,-10
O=C1C2C3C=CC(C3)C2C(=O)N1c1ccc(N2CCN(c3ccccn3)CC2)c([N+](=O)[O-])c1 (stereo not given),2,-1,4,-1,12,12,4,-1,-4,2
COc1nn(-c2nc(-c3ccccc3)cc(C(F)(F)F)n2)cc1[N+](=O)[O-],-2,-1,8,-5,6,0,-5,7,-3,2
COc1ccccc1NC(=O)c1ccc(Cl)c(S(=O)(=O)N2CCCCC2)c1,-10,9,14,-10,-5,-17,-10,-1,10*,-8
Cc1sc(NC(=O)C2C3CCC(C3)C2C(=O)O)c(C(N)=O)c1-c1ccc(C(C)(C)C)cc1 (stereo not given),-5,0,-3,1,-8,0,7,4,-2,-2
Cc1ccc(NC(=O)Cn2cccc2)c(C)c1,-9,8,2,8,-3,1,-2,3,0,3
CC(C)(C)c1ccc(C(=O)N2CCOC23CCCCC3)cc1,-20,6,-5,-7,3,0,-8,1,-3,0
CCOC(=O)c1nc(C)nc(Sc2n[nH]c(-c3ccc(C(C)(C)C)cc3)n2)c1C,-7,2,2,9,7,-2,4,0,1,-4
COc1ccc(N2Cc3ccccc3C2)cc1Cl,13,-7,-6,4,0,6,-2,-2,1,-14
COc1cc2ccc(=O)oc2cc1OCC(O)C(C)(C)O (stereo not given),-4,i,i,7,10,5,-4,2,i,i
CCOC(=O)C1(C)CCCN(C(=O)c2cc(F)cc(F)c2)C1 (stereo not given),0,2,-3,1,-2,-1,1,-1,-2,3
COc1cc(C=O)c(-c2c(C=O)cc(OC)c3c2OCO3)c2c1OCO2,-7,2,13,0,-1,4,-1,-15,7,-2
Cc1ccccc1CN1CCNC(=O)C1CC(=O)NCCC1=CCCCC1 (stereo not given),-5,-8,-17,2,-5,3,6,-4,-5,-19
Cc1cc(OCC(=O)NC(Cc2c[nH]c3ccc(O)cc23)C(=O)O)c2c(C)c(C)c(=O)oc2c1 (stereo not given),7,-112,-226,0,8,3,5,-1,-66,-141
CC1CCC(N(CCCN)Cc2ccco2)CC1C (stereo not given),7,-1,2,11,-3,4,12,7,0,-5
COc1ccc(CC(=O)Nc2cccc(C(=O)Nc3ccccc3C(=O)O)c2)cc1OC,-2,-3,-2,3,2,5,5,7,0,-10
CCc1cc(-c2nnn(CCC3COCCO3)c2C(C)(C)O)ccc1-c1cn(CCc2c[nH]c3ccccc23)nn1 (stereo not given),2,0,-9,9,-1,1,-2,1,-3,-1
O=C(NCc1ccco1)c1ccc(N2CCOCC2)c([N+](=O)[O-])c1,4,0,1,11,-11,3,1,-2,-2,0
O=C(O)COc1ccccc1/C=N/NC(=O)CSc1nc2ccccc2n1Cc1ccc(Cl)cc1,6,-4,6,-6,1,-12,-2,5,-1,-13
COc1ccc(OC)c(S(=O)(=O)NCCc2cn3ccsc3n2)c1,4,-1,-7,6,3,7,3,3,-5,-1
c1ccc(N2CCCCC2)c(Nc2nc3ccccc3n3cnnc23)c1,0,-26,-11,7,-9,2,7,0,-8,-34
COc1ccc(-c2cc(COc3ccccc3)on2)cc1,10,1,13,8,1,-5,4,-2,5,1
Cc1cccc(N(CC(=O)N2CCCCCC2)S(C)(=O)=O)c1,-4,0,-2,-1,2,0,2,-3,-1,-4
Cc1ccc(CSc2ncnc3c2cnn3Cc2ccccc2)cc1,4,2,2,1,-3,-5,-1,1,-3,-5
CCCN(CCC)CCNC(=O)Cn1cc2c(n1)-c1c(oc(C(=O)N3CCCC3)c1C)CC2,-6,-38,-107,4,14,4,-12,-6,-29,-50
O=C(CCn1c(=O)[nH]c2ccccc2c1=O)N1CCN(c2cccc(C(F)(F)F)c2)CC1,0,1,8,0,-8,1,3,-2,2,1
N#Cc1ccc2[nH]cc(C3c4cc(F)ccc4C=C(c4ccsc4)N3c3ccc(C#CCCO)cc3)c2c1 (stereo not given),-1,-27,-20,8,10,0,-3,6,-8,-43
CCOC(=O)c1ccc(Nc2ncnc3nc[nH]c23)cc1,2,-27,-11,2,-1,-7,-11,0,-5,-29
CCc1nc2ccc(C(=O)Nc3ccc4c(c3)OCC(=O)N4)cn2c1N(C)C(=O)Cc1ccccc1,3,0,-7,9,4,4,-9,1,-3,-1
Cc1ccc(NC(=O)COC(=O)c2cccc(N3C(=O)c4ccccc4C3=O)c2)cc1,3,-3,0,-6,9,-6,-5,0,-1,-7
COc1ccc(-n2cc([N+](=O)[O-])c(=O)c3ccc(Cl)cc32)cc1,-1,-1,0,-2,5,1,-2,5,1,-3

# The closing 2 entries of the part before come first, to join the parts.
SMILES,TDP2 inh,PLC-gamma1 inh,ADAM10 inh,ASAP1 GAP inh,ARFGAP1 inhibitor,SIAE primary,DDE Tn6 FP inh,DDE Tn7 FP inh,ADAM17 inh,PLCb3 inh
Cc1ccc(NC(=O)COC(=O)c2cccc(N3C(=O)c4ccccc4C3=O)c2)cc1,3,-3,0,-6,9,-6,-5,0,-1,-7
COc1ccc(-n2cc([N+](=O)[O-])c(=O)c3ccc(Cl)cc32)cc1,-1,-1,0,-2,5,1,-2,5,1,-3
CCCCn1c(C)csc1=Nc1cccnc1,6,-2,3,4,6,1,11,7,-3,-1
CNC(=O)Nc1cccc(NC(=O)NC)n1,1,5,9,1,11,0,1,-1,-3,3
Cc1nc(-c2ccc(NC(=O)c3ccco3)cc2)cs1,0,-1,1,19,-16,-1,1,2,1,0
CC(C)Cc1cc(C(=O)NCc2ccco2)no1,-10,0,-13,5,-6,0,3,-3,2,2
CCCCOc1ccc(Cc2cnc(N)nc2N)cc1,-5,2,8,-11,10,-7,-2,3,-6,-9
CCOC(=O)c1c(CSc2cccs2)n(C)c2cc(Br)c(O)c(CN(C)C)c12,-2,2,2,2,11,4,1,4,3,-5
CC1CCc2nc3ccc(S(=O)(=O)N4CCC(C(=O)N5CCCCCC5)CC4)cc3c(C(=O)O)c2C1 (stereo not given),4,-5,-4,3,9,1,-1,2,-3,-12
O=C1/C(=C\c2ccco2)SC(=S)N1c1ccc(O)cc1,8,1,-6,3,2,8,-10,2,-1,-2
O=C1N=C(O)CN1/N=C/c1ccc(-c2ccc([N+](=O)[O-])cc2)o1,10,-53,8,6,3,2,-7,1,1,-66
CC(C)CNC(=O)c1oc2ccccc2c1COc1ccccc1,-2,1,11,1,-4,3,-6,-9,1,0
CC1C(=O)N(Cc2cn(Cc3ccco3)nn2)CCS(=O)(=O)N1Cc1ccc(-c2ccc(F)cc2)cc1 (stereo not given),0,1,0,-10,-3,-1,-7,-3,0,1
Cc1[nH]c(=O)[nH]c(=O)c1S(=O)(=O)N1CCCC(C(=O)N2CCN(c3cccc(C(F)(F)F)c3)CC2)C1 (stereo not given),1,-2,0,-5,4,0,0,3,-4,-3
Cc1c(Br)c([N+](=O)[O-])nn1CC(=O)Nc1ccc(Cc2ccncc2)cc1,-7,-1,5,9,-3,-9,-3,11,2,0
O=C(c1ccccc1)N1CCN(C(=O)c2ccccc2)C1c1ccccc1,2,-3,0,8,-3,-5,-7,-3,-4,-1
CC(C)(C)C(=O)Nc1ccc(C(=O)Nc2cc(NC(=O)c3ccc(NC(=O)C(C)(C)C)cc3)cc(C(=O)O)c2)cc1,7,2,0,8,15,-22,0,-2,-1,-6
COc1ccc(CC(=O)N2CCN=C2SCc2cccc([N+](=O)[O-])c2)cc1,1,1,6,-7,-20,-2,-5,1,1,-6
CC(C)(C)C(=O)c1c(N)[nH]c(C(=O)c2ccccc2)c1-c1ccc(Cl)cc1,-7,-2,8,-21,1,5,-3,-8,4,-1
Cc1ccc(NC(=O)C2CCN(S(=O)(=O)c3ccc4c(c3)oc(=O)n4C)CC2)cc1,3,2,-12,0,-6,-5,-4,0,0,-2
CC(C)CCN(C(=O)CNC(=O)c1ccco1)C(C(=O)NC1CCCCC1)c1cccnc1 (stereo not given),1,0,-3,14,-2,7,1,-1,-2,-5
CCOc1ccc(C(=O)N2CCc3cc(OC)c(OC)cc3C2)cc1OCC,-1,-7,-5,-4,11,0,1,7,-3,-1
COc1cccc(NC(=O)c2ccc(S(=O)(=O)N3CCCCC3)cc2)c1,-14,0,8,-3,-2,1,-1,2,4,1

# Limited to ASAP1 GAP inh, PLCb3 inh and ADAM17 inh (2 entries from above):
Compound	ASAP1 GAP inh	PLCb3 inh	ADAM17 inh
CC(C)CCN(C(=O)CNC(=O)c1ccco1)C(C(=O)NC1CCCCC1)c1cccnc1 (stereo not given)	14	-5	-2
CCOc1ccc(C(=O)N2CCc3cc(OC)c(OC)cc3C2)cc1OCC	-4	-1	-3

# A second format for part of the listing above:
# Value order: TDP2 inh, PLC-gamma1 inh, ADAM10 inh, ASAP1 GAP inh, ARFGAP1 inhibitor, SIAE primary, DDE Tn6 FP inh, DDE Tn7 FP inh, ADAM17 inh, PLCb3 inh
COc1cc2ccc(=O)oc2cc1OCC(O)C(C)(C)O (stereo not given)
    -4, i, i, 7, 10, 5, -4, 2, i, i
Cc1nc(-c2ccc(NC(=O)c3ccco3)cc2)cs1
    0, -1, 1, 19, -16, -1, 1, 2, 1, 0

# Compound activity from PubChem.
